Screening results deposited in PubChem BioAssay by Broad Institute.
C2C12 statin = suppression of simvastatin myotoxicity | C2C12 myotubes + simvastatin, ATP luminescence, 48 h; scaled: DMSO 0, geranylgeraniol control 100 | rescue of ATP level, % at 7.49 µM | hit rate 0.78% among 330,000 | AID 602340;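 active = mean ATP rescue above about 67%, or every replicate alone reaching that limit, limit read from the data, passing the limit was not always enough; inconclusive = no clear call, values can overlap the other calls; inactive = mean under the limit and some replicate under it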;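 also: myotubes were challenged with 10 µM simvastatin during compound exposure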
PglD DTNB = PglD (C. jejuni) enzyme inhibition | purified PglD enzyme, DTNB colorimetric CoA detection | inhibition, % at 12.5 µM | hit rate 0.098% among 360,000 | AID 602405; in the data active = inhibition above about 16%, passing the limit was not always enough; inconclusive = no clear call, values can overlap the other calls; also: strong numbers were not always called active
An asterisk follows results filed as active; ? = inconclusive. The list is partial. The share of hits here may be higher or lower than overall.

structure	C2C12 statin	PglD DTNB
O=C(Nc1ccc2c(c1)OCCO2)c1cc(-c2ccccc2)nc2ccccc12	-1	-5
Nc1cccc(-n2nncc2-c2ccccc2)c1	-2	5
CC12C(=O)N(CCC(=O)O)C(=O)C1C1C=CC2C1 (stereo unspecified)	1	0
COc1ccc(N=Cc2sc3ccccc3c2Cl)cc1	-2	-2
COc1ccc(N2CCN(C(=O)c3ccc(NS(=O)(=O)c4ccc(F)cc4)cc3)CC2)cc1	28	1
CCN1CC2CCCC3(C1)C(=O)NC1(CCCCC1)N=C23 (stereo unspecified)	5	-5
COc1ccc(CCNC(=O)Cc2cc(OCc3ccccc3)c(OC)cc2[N+](=O)[O-])cc1OC	5	2
COC(=O)c1sccc1NC(=O)CCC1CCCC1	-13	17
COc1cccc(CN2C(=O)Nc3ccccc3C(=O)N2C(C)(C)C)c1	-12	2
O=C(NC1CCCCC1)C(c1ccc(O)cc1)N(CC1CCCO1)C(=O)C1COc2ccccc2O1 (stereo unspecified)	-2	-1
CCOCc1nnc(NC(=O)COC)s1	-1	-13
Cc1ccc(C(C(=O)NC2CCCC2)N(Cc2ccc3c(c2)OCO3)C(=O)Cc2cccs2)cc1 (stereo unspecified)	23	-2

The last 2 records of the section before are carried over, then new ones follow:
structure	C2C12 statin	PglD DTNB
CCOCc1nnc(NC(=O)COC)s1	-1	-13
Cc1ccc(C(C(=O)NC2CCCC2)N(Cc2ccc3c(c2)OCO3)C(=O)Cc2cccs2)cc1 (stereo unspecified)	23	-2
COC(=O)c1c(NC(=O)/C=C/c2ccc3c(c2)OCO3)sc(C)c1C	-37	5
CCCCNC(=O)C1CCN(S(=O)(=O)c2cnc[nH]2)CC1	1	1
N#CC1=C(N)Oc2n[nH]c(-c3ccc(F)cc3)c2C1c1cccc(OC(=O)N2CCOCC2)c1 (stereo unspecified)	3	-1
Cc1ccccc1NC(=O)N1C2CCCC1CC(NC(=O)C1CC1)C2 (stereo unspecified)	6	1
CCCNS(=O)(=O)c1ccc(NC(=O)Cc2cccs2)cc1	?	2
C/C(=C\c1ccco1)C1C(C#N)=C(N)Oc2n[nH]c(-c3ccccc3)c21 (stereo unspecified)	-15	-2
O=C(CCCCCN1C(=O)c2ccccc2C1=O)NCc1ccco1	-5	3
COc1ccc(/C=N/n2c(N)nc(-c3ccccc3)c2-c2ccccc2)cc1	0	-3
O=C(CS(=O)c1cccc(Cl)c1)Nc1ccccc1Cl (stereo unspecified)	2	5
CCOc1ccc(C2=C(C=Nc3c(C)n(C)n(-c4ccccc4)c3=O)C(c3ccc(F)cc3)c3ccccc3O2)cc1 (stereo unspecified)	60	-1
O=C(O)c1ccc(N2C(=O)C3ON(c4ccccc4)C(c4ccccc4F)C3C2=O)cc1 (stereo unspecified)	2	1
Cc1ccc(N2CN=C(c3ccccc3)NC2=S)cc1	1	3

Next results.
structure	C2C12 statin	PglD DTNB
O=C1C=C(c2cccs2)CC(c2cccs2)C1n1cnc([N+](=O)[O-])c1 (stereo unspecified)	0	-1
O=C(NC1CCSC1=O)c1ccc(Oc2cccc(C(F)(F)F)c2)nc1 (stereo unspecified)	2	5
O=C(NCCCC(=O)N1CCOCC1)c1cccnc1	-7	-4
CCN1C(=O)CC(N2CCC(C(=O)N3CCOCC3)CC2)C1=O (stereo unspecified)	0	3
C#CCOCCOCCOCCNc1nc(N2CCN(C(=O)[C@H](CCCCN)n3cc([C@@H](N)C(C)CC)nn3)CC2)nc(N2CCN(C(=O)[C@H](Cc3cc4ccccc4[nH]3)n3cc([C@@H](N)C(C)CC)nn3)CC2)n1 (stereo partly specified)	-6	2
CCOC(=O)C1=C(CN2CCc3ccccc32)NC(=O)NC1c1ccc(Cl)cc1 (stereo unspecified)	38	0
Cc1cc(=O)oc2cc(OCC(O)CN3CCc4ccccc4C3)ccc12 (stereo unspecified)	25	-9
COC(=O)c1cn(NC(=O)c2cccc(N(C)C)c2)c(=O)c2ccccc12	0	0
Cc1cccc(N2CCN(C(=O)c3cc4c(=O)[nH]c5ccccc5c4n3C)CC2)c1C	-19	3
O=C(NC1CCCC1)C(c1ccccc1F)N(C(=O)c1ccco1)C1CCCC1 (stereo unspecified)	-12	-1
CCCC(c1nnnn1Cc1ccc(OC)cc1)N1CCC(C(N)=O)CC1 (stereo unspecified)	8	-2
CC(=O)Nc1ccc([N+](=O)[O-])cn1	17	9

Carrying on.
structure	C2C12 statin	PglD DTNB
O=C(CCN1C(=O)C2C3C=CC(C3)C2C1=O)NCC1CCCO1 (stereo unspecified)	-10	-3
CC(C)C(=O)N1CCCC1(C)C(=O)Nc1ccc2c(c1)OCO2 (stereo unspecified)	1	3
O=C(Nn1cnnc1)c1cc2c(s1)CCCCC2	-5	0
COc1cc(C(=O)O)cc(Br)c1OC1CCCC1	1	-1
CCC(C)n1cnc2c(c1=O)c1nc3ccccc3nc1n2Cc1ccccc1OC (stereo unspecified)	14	-2
COc1ccc(S(=O)(=O)N2CCN(c3ncnc4c(-c5ccccc5)nsc34)CC2)cc1	10	-1
O=C(OCC(=O)N1CCCc2ccccc21)C1CCN(S(=O)(=O)c2cccs2)CC1	9	5
COC(=O)C(CCSC)NC(=O)C(NC(=O)C1CCC(C)CC1)C(C)C (stereo unspecified)	-2	-5
O=C(O)C1CCN1C1CCCCC1 (stereo unspecified)	4	-6
CS(=O)(=O)c1ccc2nc(N)sc2c1	-4	-12
CC(C)Cc1nnc(NC(=O)c2ccncc2)s1	-6	-1
COc1ccc(CCNC(=O)c2cc(-c3ccccc3OC)on2)cc1OC	39	6

(further entries)
structure	C2C12 statin	PglD DTNB
CCOC(=O)C(C)Sc1nnc(Cc2cc(=O)[nH]c(=O)[nH]2)n1-c1ccc(Cl)cc1 (stereo unspecified)	-4	2
COc1cnn(-c2ccccc2)c(=O)c1N(C)C	23	1
CC(CN1CCN(c2ccccc2)CC1)c1ccccc1 (stereo unspecified)	0	1
Cc1ccc(OCC(=O)Nc2ccccc2Sc2ccc(Cl)cc2)c([N+](=O)[O-])n1	-4	8
CCn1c2ccccc2c2cc(/C=N/n3cnnc3)ccc21	-4	-2
CCCCN1C(=O)c2ccc(C(=O)Nc3c(N)n(CCCC)c(=O)n(C)c3=O)cc2C1=O	1	1
COc1ccc(N2C(=O)CC(NCc3ccncc3)C2=O)cc1 (stereo unspecified)	8	3
CCN(C(=O)Cn1c(=O)oc2ccccc21)C1CCS(=O)(=O)C1 (stereo unspecified)	2	6
O=C(O)C1C2C=CC(O2)C1C(=O)Nc1ccccc1C(F)(F)F (stereo unspecified)	1	2
CCOc1ccccc1OCCOc1cccc(C(F)(F)F)c1	-15	2
CCS(=O)(=O)c1ccc(NC(=O)c2ccccc2Cl)c(O)c1	-5	3
CN(C)c1nc(NS(=O)(=O)c2ccc(Cl)cc2)nc(N(C)C)n1	6	0

Continued:
structure	C2C12 statin	PglD DTNB
Oc1ccc(Nc2nc(-c3cccnc3)cs2)cc1	13	-7
O=C(CSc1nnnn1-c1cccc2ccccc12)N1CCOCC1	0	-3
CCOC(=O)C1=C(C)N=c2s/c(=C/c3ccc(OCC(=O)O)cc3)c(=O)n2C1c1ccc(SC)cc1 (stereo unspecified)	-5	-6
CCOC(=O)c1ccc(N=c2sc(C(=O)OC)cc(=O)n2C2CC2)cc1	-4	3
CCOc1ccc(CCNC(=O)C2CCCN(c3nn4c(=O)cc(C)nc4s3)C2)cc1 (stereo unspecified)	8	2
COc1ccc(-c2nnc(SCC(=O)c3ccc[nH]3)o2)cc1	47	-1
CCCC1C(=O)N(c2ccccc2)C1c1ccccc1 (stereo unspecified)	1	5
O=S(=O)(/C=C/c1ccccc1)N1CCN(c2cccc(Cl)c2)CC1	19	3
O=C(Sc1nnc(-c2ccccc2)o1)N1c2ccccc2Sc2ccccc21	8	-1
Cn1c(Cl)c(/C=N/OC(=O)c2cccc(Cl)c2)c2ccccc21	3	4
Cc1ccc(-n2c(N)c(C(=O)N3CCOCC3)sc2=S)cc1	22	8
COc1ccc(C2=C(Nc3ccc(F)cc3)c3ccccc3C2=O)cc1	-10	-1

Continued.
structure	C2C12 statin	PglD DTNB
COc1cccc(N2CCN(C(=S)NCc3ccco3)CC2)c1	4	-6
Nc1nc2ccc(S(=O)(=O)c3ccc4nc(N)sc4c3)cc2s1	-24	-3
Cc1nc2ccc(NS(=O)(=O)c3c(C)c(C)cc(C)c3C)cc2s1	0	-4
COc1ccc(NCc2nnc(SCC(=O)c3ccc(C)cc3)o2)cc1	23	0
CCCN(CCC)c1ccc(/C=N/NC(=O)CN2CCOCC2)cc1	12	3
CC(C)(C)C(=O)Nc1ccc(C(=O)NCc2cccnc2)cc1	114*	3
CCOC(=O)CN(C(=O)c1ccccc1)c1ccccc1C	3	3
CC(C)=C1C2CCC1C1C(=O)N(c3nc(-c4ccc(C(C)C)cc4)c(C)s3)C(=O)C21 (stereo unspecified)	-23	-3
O=C(CSc1nnc(SCC(=O)NCc2ccc3c(c2)OCO3)s1)NCc1ccc2c(c1)OCO2	2	-2
c1ccc(-c2ccc(-c3nc(-c4cccnc4)no3)cc2)cc1	-12	6
CCC(=O)Nc1nc2nc(C)cc(=O)n2[nH]1	-3	-1
Cc1cc(C#N)c2ccccc2n1	0	-5

(more compounds)
structure	C2C12 statin	PglD DTNB
CCC(C)N1C(=O)CCC1C(=O)N1CCN(c2ccc(F)cc2)CC1 (stereo unspecified)	14	-5
O=C(Nc1ccc(Cl)cc1)OCc1ccccn1	-5	-2
CCN(CC)S(=O)(=O)c1ccc(F)c(C(=O)NCCC(C)C)c1	-56	0
O=C(O)c1ccccc1C(=O)NCC(O)COCC1CC=CCC1 (stereo unspecified)	-5	-4
O=C(COC(=O)c1ccc(Cl)c(S(=O)(=O)N2CCN(c3ccc(F)cc3)CC2)c1)Nc1cccc(Cl)c1	-3	1
COc1ccc(C(=O)N2CCCC2)cc1S(=O)(=O)N1CCOCC1	28	1
Cc1cc(C(=O)Nc2cccc(C(=O)O)c2)c(C)o1	-24	3
C=CCN1C2CCCC1CC(NC(=O)Nc1cccc(C(C)=O)c1)C2 (stereo unspecified)	-6	4
CCOc1ccc(C(C)C)cc1S(=O)(=O)Nc1ccc(Cl)cn1	28	2
CCCC(=O)Nc1ccc(-c2nc3cc(C)c(C)cc3o2)cc1	-85	-3
COC(=O)c1ccc(C2NC(C(=O)O)CS2)cc1 (stereo unspecified)	12	-1
Cc1oc2c(c1C(=O)NCCO)CCCC2	-1	0

Next section.
structure	C2C12 statin	PglD DTNB
CN1CC(=O)NC1=NC(=O)c1ccc(Cl)c(S(=O)(=O)N2CCCCCC2)c1	8	10
Nc1nc(SCc2c(Cl)cccc2Cl)n[nH]1	-3	1
Cc1nnsc1-c1nc2ccccc2[nH]1	-8	7
CCCCC(=O)Nc1cc(N(C)C)nc2ccccc12	-7	-2
COc1ccccc1N1CCN(C(=O)c2ccc(CN3CCc4ccccc4C3)cc2)CC1	-1	1
O=C(O)CSc1nnc(C2COc3ccccc3O2)n1-c1ccccc1 (stereo unspecified)	-3	-1
Cc1ccc(NC(=O)CSc2nc(NS(=O)(=O)c3ccccc3)cc(=O)[nH]2)cc1	5	2
CS(=O)(=O)N(CC(=O)NCCC1=CCCCC1)c1ccc2c(c1)OCO2	5	-8
N#CCCNC(=O)CCN1CCOCC1	-5	2
Cc1ccc2cc(CN(CCN3CCCC3)C(=O)Nc3ccc(F)cc3)c(=O)[nH]c2c1C	0	5
CNC(=S)N1CCN(c2c(F)cc3c(=O)c(C(=O)O)cn(C4CC4)c3c2OC)CC1C (stereo unspecified)	13	6
CC(C)(O)c1nnn(-c2ccccc2)c1C(F)(F)F	1	-1

Given with two lines to a compound: entries from further up
Value order – C2C12 statin, PglD DTNB
> CCOc1ccc(C(C)C)cc1S(=O)(=O)Nc1ccc(Cl)cn1
 : 28, 2
> CCCC(=O)Nc1ccc(-c2nc3cc(C)c(C)cc3o2)cc1
 : -85, -3
> COC(=O)c1ccc(C2NC(C(=O)O)CS2)cc1 (stereo unspecified)
 : 12, -1
> Cc1oc2c(c1C(=O)NCCO)CCCC2
 : -1, 0
> CN1CC(=O)NC1=NC(=O)c1ccc(Cl)c(S(=O)(=O)N2CCCCCC2)c1
 : 8, 10
> Nc1nc(SCc2c(Cl)cccc2Cl)n[nH]1
 : -3, 1
> Cc1nnsc1-c1nc2ccccc2[nH]1
 : -8, 7
> CCCCC(=O)Nc1cc(N(C)C)nc2ccccc12
 : -7, -2
> COc1ccccc1N1CCN(C(=O)c2ccc(CN3CCc4ccccc4C3)cc2)CC1
 : -1, 1
> O=C(O)CSc1nnc(C2COc3ccccc3O2)n1-c1ccccc1 (stereo unspecified)
 : -3, -1
> Cc1ccc(NC(=O)CSc2nc(NS(=O)(=O)c3ccccc3)cc(=O)[nH]2)cc1
 : 5, 2
> CS(=O)(=O)N(CC(=O)NCCC1=CCCCC1)c1ccc2c(c1)OCO2
 : 5, -8
> N#CCCNC(=O)CCN1CCOCC1
 : -5, 2
> Cc1ccc2cc(CN(CCN3CCCC3)C(=O)Nc3ccc(F)cc3)c(=O)[nH]c2c1C
 : 0, 5
> CNC(=S)N1CCN(c2c(F)cc3c(=O)c(C(=O)O)cn(C4CC4)c3c2OC)CC1C (stereo unspecified)
 : 13, 6
> CC(C)(O)c1nnn(-c2ccccc2)c1C(F)(F)F
 : 1, -1

The results go on:
structure	C2C12 statin	PglD DTNB
O=C1CC(N2CCN(Cc3ccc4c(c3)OCO4)CC2)C(=O)N1Cc1ccc(N2CCCC2=O)cc1 (stereo unspecified)	-51	-8
Cc1nccn1CCC(=O)O	0	-1
O=c1c2c(n3cnnc3n1-c1ccccc1)-c1ccccc1CC21CCCCC1	8	-5
CC(C)C(=O)N1CCN(c2ccccc2NC(=O)Cc2ccc(Cl)cc2)CC1	0	3
